Bioassay records from PubChem.
mIAP act: mouse IAP activation. muIAP, CDP-Star luminescence, 30 min; stronger effect = higher value; 1 = vehicle-only enzyme signal, 0 = enzyme-free wells. activation factor at 10 µM. 330,000 tested, 0.24% active. AID 2805;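 active = activation factor of at least 2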; also: the source names both 10 and 20 µM as test concentration; values of inactives mirror those of a sister screen read the other way
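Assay system: mouse IAP enzyme; reagent: chemiluminescent substrate CDP-Star; dosing: test compounds delivered from DMSO solution; schedule: 30 min at room temperature; measured by: luminescence from enzymatic CDP-Star hydrolysis; controls: DMSO-only wells and no-enzyme negative control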
APOBEC3G inh: APOBEC3G (human) deaminase inhibition; Q9HC16; recombinant A3G, ssDNA deamination FAM/TAMRA fluorescence; inhibition, % at 20 µM; 330,000 tested, 0.28% active; AID 493012;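 active = inhibition of at least 40% at 20 µM, with no more than 30% in the related APOBEC3A deaminase screen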;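 also: plate controls were DMSO wells with A3G for no effect and wells lacking A3G enzyme for full effect; some compounds called inactive have numbers as strong as hits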
hIAP block: human IAP inhibition; P09923; purified IAP, CDP-Star luminescence, 30 min; inhibition, % at 10 µM; 330,000 tested, 0.12% active; AID 2544;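 active = inhibition reaching a set limit with compound at 10 µM in the primary screen, cut at about 35% in these data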;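 also: plate controls were DMSO wells with enzyme for no effect and no-enzyme buffer wells for full effect; values of inactives mirror those of a sister screen read the other way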
Target sequence (P09923 whole entry, looked up): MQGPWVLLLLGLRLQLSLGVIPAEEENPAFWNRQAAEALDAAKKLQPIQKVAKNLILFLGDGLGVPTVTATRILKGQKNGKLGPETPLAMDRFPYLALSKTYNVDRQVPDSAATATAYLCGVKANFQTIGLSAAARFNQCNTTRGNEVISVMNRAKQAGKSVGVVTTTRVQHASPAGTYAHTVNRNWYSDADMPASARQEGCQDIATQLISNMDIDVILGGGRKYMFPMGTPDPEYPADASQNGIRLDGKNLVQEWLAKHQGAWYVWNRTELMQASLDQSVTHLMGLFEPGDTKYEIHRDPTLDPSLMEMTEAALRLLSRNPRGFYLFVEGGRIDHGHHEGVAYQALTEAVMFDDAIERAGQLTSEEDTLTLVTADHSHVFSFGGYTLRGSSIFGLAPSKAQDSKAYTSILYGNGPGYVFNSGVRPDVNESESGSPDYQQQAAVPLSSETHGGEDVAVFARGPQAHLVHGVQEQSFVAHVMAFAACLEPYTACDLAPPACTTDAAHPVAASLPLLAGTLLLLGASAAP
mIAP inh: blocks mouse intestinal alkaline phosphatase. purified mouse IAP, CDP-Star luminescence, 30 min. 330,000 tested, 0.2% active. inhibition, % at 10 µM. AID 2806;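 active = inhibition of at least 40% at 10 µM in the primary screen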;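 also: plate controls were DMSO with enzyme for no effect and no enzyme wells for full effect; values of inactives mirror those of a sister screen read the other way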
APOBEC3A inh: blocks human APOBEC3A ssDNA deamination; recombinant A3A, FAM/TAMRA ssDNA deamination fluorescence; inhibition, % at 20 µM; P31941; 330,000 tested, 0.41% active;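 active = at least 40% inhibition at 20 µM here, with at most 30% in a related deaminase screen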;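 also: plate controls were A3A with DMSO for no effect and wells lacking A3A enzyme for full effect; some results filed as inactive read as strong as hits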
Target sequence (P31941 whole entry, looked up): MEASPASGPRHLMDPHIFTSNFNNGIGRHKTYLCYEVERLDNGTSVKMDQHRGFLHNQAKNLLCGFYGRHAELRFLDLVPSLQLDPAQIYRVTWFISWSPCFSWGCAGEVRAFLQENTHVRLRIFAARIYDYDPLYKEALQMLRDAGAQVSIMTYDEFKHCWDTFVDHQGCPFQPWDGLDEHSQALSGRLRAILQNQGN
MIN6 prolif: MIN6 beta-cell proliferation induction. MIN6 cells proliferation, ATPlite luminescence, 48 h; cells starved in 0.2% serum; 100% = growth in 10% serum. proliferation, % at 10 µM. 330,000 tested, 0.29% active. AID 2380;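 active = compounds whose signal lies at least 3.5 SD above the mean of all wells on their plate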;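 also: 0% = DMSO-treated cells in low-serum medium and 100% = 10% serum control; some compounds called inactive have numbers as strong as hits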
ATG4B inh: ATG4B (human) cysteine protease inhibition; Q9Y4P1; inhibition, % at 8.33 µM; 340,000 tested, 0.51% active; ATG4B cleavage of LC3-PLA2, NBD-HPC fluorescence, 1 h; AID 504462; in the data active = inhibition above about 40%
hIAP activ: human IAP activation; P09923; purified human IAP, CDP-Star luminescence, 30 min; stronger effect = higher value; 1 = vehicle-only enzyme, 0 = enzyme-free background; activation factor at 10 µM; 330,000 tested, 0.16% active;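 active = activation factor of the enzyme at least 2-fold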; also: the source names both 10 and 20 µM as test concentration; values of inactives mirror those of a sister screen read the other way
MPTP inh: inhibitors of mitochondrial permeability transition pore. 360,000 tested, 1.4% active. inhibition, % at 10 µM. isolated mouse mitochondria, Ca2+ swelling absorbance, 30 min. AID 602449;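 active = inhibition of 50% or more, scaled per plate between neutral and stimulator controls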;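 also: 0% = DMSO wells given calcium and 100% = 1 mM EGTA wells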
An asterisk follows results filed as active; . = no result given. Random draw from the library; any-hit rate near 3.3%.

SMILES	mIAP act	APOBEC3G inh	hIAP block	mIAP inh	APOBEC3A inh	MIN6 prolif	ATG4B inh	hIAP activ	MPTP inh
CC(C)c1ccc(N(C(=O)c2ccco2)C(C(=O)NC2CCCC2)c2cccnc2)cc1 (stereo not given)	1.1	0	-14	-10	1	0	-12	1.1	0.8
Cc1c(C(=O)Nc2ccc(-c3nnc4n3CCCCC4)cc2)oc2c1ccc1ccccc12	1	-5	4	-3	3	0	45*	0.96	1.8
CCOc1ccc(NC(=O)CC(Cc2ccc(Cl)cc2)C(=O)O)cc1 (stereo not given)	1.1	-6	6	-6	1	1	-1	0.94	2.0
Cc1cc(C)cc(NC(=O)CCN2C(=O)c3ccccc3S2(=O)=O)c1	0.94	-6	3	6	-3	-2	-16	0.97	-1.2
Oc1c(CN2CCc3ccccc3C2)cc(Cl)c2cccnc12	1	-8	-33	-4	-5	-6	33	1.3	-1.0
CN1CCN(C(=O)/C(=C\c2ccc3c(c2)OCO3)NC(=O)c2cccs2)CC1	1.1	-5	-6	-7	6	-2	7	1.1	-0.9
CN(C)c1ncc(S(=O)(=O)c2ccccc2)c(=O)[nH]1	1	-6	4	-2	-4	2	4	0.96	-0.5
O=C(NCCNC(=O)c1cc(OCC(F)(F)F)ccc1OCC(F)(F)F)Nc1ccc(OC(F)(F)F)cc1	1.2	-1	-30	-18	9	-3	-8	1.3	80*
CCCNC(=O)c1ccc(CN2CCc3ccccc3C2)cc1	1.1	-1	25	-9	1	-1	-8	0.75	-3.0
COCCNC(=S)Nc1ccc2nc(N3CCOCC3)cc(C)c2c1	1	-10	13	-5	-4	2	0	0.87	1.1
COc1ccc(CC(=O)c2ccc(OC3OC(CO)C(O)C(O)C3O)cc2O)cc1 (stereo not given)	0.96	-3	18	4	5	4	-4	0.82	-0.2
CN(Cc1nc(-c2ccccc2)no1)C(=O)c1ccc2c(c1)OCO2	1	-5	-10	-2	-4	0	0	1.1	-0.5
CC1(c2ccc(Cl)cc2Cl)OCC(Cn2ccnc2)O1 (stereo not given)	0.98	-7	-7	2	-4	-2	-2	1.1	0.3
O=C(CCNS(=O)(=O)c1cccs1)N1CCN(c2cccc(Cl)c2)CC1	0.93	-8	13	7	-2	0	-8	0.87	1.6
CCN(C(=O)COC(=O)c1oc2ccc(OC)cc2c1C)C1CCCCC1	0.89	-7	4	11	1	1	-4	0.96	-2.1

Six entries picked at random from the list so far, as already listed:
SMILES	mIAP act	APOBEC3G inh	hIAP block	mIAP inh	APOBEC3A inh	MIN6 prolif	ATG4B inh	hIAP activ	MPTP inh
COCCNC(=S)Nc1ccc2nc(N3CCOCC3)cc(C)c2c1	1	-10	13	-5	-4	2	0	0.87	1.1
Cc1c(C(=O)Nc2ccc(-c3nnc4n3CCCCC4)cc2)oc2c1ccc1ccccc12	1	-5	4	-3	3	0	45*	0.96	1.8
CN(C)c1ncc(S(=O)(=O)c2ccccc2)c(=O)[nH]1	1	-6	4	-2	-4	2	4	0.96	-0.5
CC(C)c1ccc(N(C(=O)c2ccco2)C(C(=O)NC2CCCC2)c2cccnc2)cc1 (stereo not given)	1.1	0	-14	-10	1	0	-12	1.1	0.8
COc1ccc(CC(=O)c2ccc(OC3OC(CO)C(O)C(O)C3O)cc2O)cc1 (stereo not given)	0.96	-3	18	4	5	4	-4	0.82	-0.2
CCOc1ccc(NC(=O)CC(Cc2ccc(Cl)cc2)C(=O)O)cc1 (stereo not given)	1.1	-6	6	-6	1	1	-1	0.94	2.0

One compound at a time, as listed above.
Record of `CC1(c2ccc(Cl)cc2Cl)OCC(Cn2ccnc2)O1` (stereo not given) → mIAP act: 0.98; APOBEC3G inh: -7; hIAP block: -7; mIAP inh: 2; APOBEC3A inh: -4; MIN6 prolif: -2; ATG4B inh: -2; hIAP activ: 1.1; MPTP inh: 0.3
Record of `O=C(NCCNC(=O)c1cc(OCC(F)(F)F)ccc1OCC(F)(F)F)Nc1ccc(OC(F)(F)F)cc1` → mIAP act: 1.2; APOBEC3G inh: -1; hIAP block: -30; mIAP inh: -18; APOBEC3A inh: 9; MIN6 prolif: -3; ATG4B inh: -8; hIAP activ: 1.3; MPTP inh: 80*
Record of `Cc1c(C(=O)Nc2ccc(-c3nnc4n3CCCCC4)cc2)oc2c1ccc1ccccc12` → mIAP act: 1; APOBEC3G inh: -5; hIAP block: 4; mIAP inh: -3; APOBEC3A inh: 3; MIN6 prolif: 0; ATG4B inh: 45*; hIAP activ: 0.96; MPTP inh: 1.8

(more compounds)
SMILES	mIAP act	APOBEC3G inh	hIAP block	mIAP inh	APOBEC3A inh	MIN6 prolif	ATG4B inh	hIAP activ	MPTP inh
COc1ccc(N2CC(C(=O)OC(C)C(=O)c3ccccc3)CC2=O)cc1 (stereo not given)	1	5	22	-1	4	3	3	0.78	-2.1
Cc1cc(CNC(=O)COc2ccc(C#N)cc2)c2ccccc2n1	0.94	4	-2	6	1	4	-3	1	3.8
CCOC(=O)C(=CNCC(=O)OC)C(=O)OCC	1	2	-9	-3	4	-2	-9	1.1	-0.4
CCOc1ccc(-n2c(Cc3cc(=O)[nH]c(=O)[nH]3)nnc2SCC(=O)NC2CCCC2)cc1	0.82	-6	2	18	-7	0	0	0.98	-2.1
Cc1ccc(S(=O)(=O)NCCC(=O)N2CCN(c3cccc(Cl)c3)CC2)cc1C	1	10	-1	-4	3	-4	-5	1	1.2
CC(C(=O)Nc1ccc2c(c1)OCO2)N1CCC(N2CCCCC2)CC1 (stereo not given)	1	-8	2	-4	-5	-3	-6	0.98	-2.1
O=C1CCC(C(=O)N2CCN(c3ccccc3Cl)CC2)CN1CC1CCCCC1 (stereo not given)	1	0	-33	-3	-2	-3	22	1.3	0.2
COC(=O)c1oc2ccccc2c1-n1cccc1	1	-2	1	-5	2	-1	4	0.99	0.2
O=C(NCc1ccccc1)C(=O)NCC1OCCN1S(=O)(=O)c1ccc([N+](=O)[O-])cc1 (stereo not given)	0.85	-4	7	15	1	1	-4	0.93	-0.1
COc1ccc(CN2CCNC(=O)C2CC(=O)NCc2cn[nH]c2-c2ccccc2)c(F)c1 (stereo not given)	0.92	-7	5	8	-3	0	-11	0.95	-1.3
Cc1ccc(NC(=S)N(Cc2cccs2)Cc2cc3cc(C)ccc3[nH]c2=O)cc1	0.83	-2	12	17	2	-1	-5	0.88	2.0
CCc1ccc(OCC(=O)Nc2ccc3[nH]ncc3c2)cc1	1	-11	-37	-1	-3	-2	-1	1.4	1.1
CN(C)c1nc(N)nc(Cn2nnc(-c3ccc(C(F)(F)F)cc3)n2)n1	0.99	-4	-13	1	5	1	7	1.1	-0.4
Oc1ccccc1C=NC(c1ccccc1)C(O)c1ccccc1 (stereo not given)	1.1	-5	1	-5	-3	0	14	0.99	2.9
Cc1ccc(S(=O)(=O)N2CCC(C(=O)NCCc3ccccn3)CC2)cc1	1.2	-2	-19	-17	-3	-2	-4	1.2	-1.7
COc1ccc(C2=NNC(c3cccs3)=Nc3ccc(OC)cc32)cc1	0.9	-1	19	10	2	-4	55*	0.81	-1.6
Cc1ccc(C)c(NC(=O)CSc2nc(C)cs2)c1	1	-5	-4	-3	1	4	-1	1	-0.8
CC(C)NC(=O)N(C)C[C@H]1Oc2c(cccc2N(C)C)C(=O)N([C@H](C)CO)C[C@@H]1C	1	-6	-6	-5	-2	3	7	1.1	0.5
CCOC(=O)c1cc(C(=O)NNC(=O)c2cccc([N+](=O)[O-])c2)c(C)nc1C	0.93	-9	0	7	-3	1	-6	1	-1.6
CCOC(=O)Nc1ccc2c(c1)N(C(=O)CN(CC)CC)c1ccccc1CC2	0.96	-6	-32	4	-2	-1	-6	1.3	2.1
COC(=O)C1=C(N)Oc2cc(C)n(CC3CCCO3)c(=O)c2C1c1ccccc1OC (stereo not given)	0.94	-7	3	6	-6	-4	-5	0.97	-0.5
O=C(COC(=O)CCC(=O)c1cccs1)NCCc1ccccc1	1	1	-6	-4	5	1	-6	1.1	1.1
Nc1nc(-c2cccc(F)c2)cs1	1	-6	3	-3	-2	4	-8	0.97	-1.0
CCOC(=O)c1c(NC(=O)Cn2cc([N+](=O)[O-])cn2)sc2c1CCC2	0.93	-6	36*	7	-4	-2	-4	0.65	2.2
c1ccc(Cn2ccnc2-c2ccco2)cc1	0.88	-1	6	12	0	-1	-4	0.94	23
CC(C)C(=O)NC(C)C(c1cccs1)N1CCN(c2ccccc2)CC1 (stereo not given)	1.1	-6	-14	-6	-1	-1	6	1.1	-0.5
COc1cc(/C=N/NC(=O)c2cc[n+]([O-])cc2)ccc1O	0.96	-10	7	4	-2	-2	-2	0.93	-0.4
CC(=O)Nc1cccc(NC(=O)Nc2ccc(C(C)=O)cc2)c1	1.3	-1	1	-26	-1	-2	6	0.99	0.4
O=c1[nH]c2ccccc2cc1-c1nnn(-c2ccc(F)cc2)n1	1.1	-11	14	-9	-2	-7	-1	0.86	1.0
C[C@H](CO)N1C[C@H](C)[C@@H](CN(C)S(=O)(=O)c2cccs2)Oc2ccc(NC(=O)Cn3cnnn3)cc2C1=O	1	-5	-10	-3	-5	-4	.	1.1	-1.7
O=C(C1CCN(S(=O)(=O)c2ccccc2F)CC1)N1CCc2ccccc21	1	-2	-3	-2	-2	-2	-5	1	-2.2
CCOC(=O)c1ccc(NC(=S)N(CCN2CCCCCC2)Cc2ccco2)cc1	1.1	-3	-13	-14	-2	-4	10	1.1	2.0
CC(C)(C)C(=O)Nc1cc(NC(=O)C(C)(C)C)cc(C(=O)Nc2cc(C(=O)O)cc(C(=O)O)c2)c1	0.97	-3	3	3	7	0	3	0.97	1.0
O=[n+]1c2c(n([O-])c3cc(F)c(N4CCCC4)cc31)CCC2	0.94	10	20	6	14	6	-3	0.8	0.0
Cc1cccn2c(=O)c(/C=C(\C#N)C(=O)NC3CCS(=O)(=O)C3)c(N3CC(C)OC(C)C3)nc12 (stereo not given)	0.84	-6	-6	16	-2	-1	-4	1.1	0.3
CCC(C)c1ccc(S(=O)(=O)N2CCN(C(C)CC(=O)O)CC2)cc1 (stereo not given)	1.1	-5	-7	-7	0	-3	-5	1.1	0.8
CC1CN(C(=O)COC(=O)c2ccc(N(C)C)cc2)CC(C)O1 (stereo not given)	1	-2	2	-1	2	-1	-8	0.98	-1.7
Cc1nc2nc[nH]n2c(=O)c1NS(=O)(=O)c1ccc([N+](=O)[O-])cc1	0.97	-2	-6	3	0	-1	-3	1.1	-0.4
O=C(Nc1ccccc1N1CCOCC1)c1ccc(S(=O)(=O)NCc2ccco2)cc1	1	-7	-4	-2	4	0	-15	1	3.8
